Screens deposited in PubChem BioAssay by National Center for Advancing Translational Sciences (NCATS).
ERK EGF block = qHTS Assay for Inhibitors of the ERK Signaling Pathway using a Homogeneous Screening Assay; Stimulation with EGF. HEK293-V1b, EGF-stimulated phospho-ERK AlphaScreen. Potency, µM (titrated, usually from 11.5 µM), without a hit: at the highest dose activity change, negative = inhibition, actives largely listed as inhibitors. 130,000 tested, 0.41% active. AID 1454, 2008; active means well fitted inhibition curve with a large enough effect; inconclusive means small, poorly fitted or top-dose-only effect, or effect the other way;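 further: plate controls were stimulated vehicle wells for no effect and unstimulated vehicle basal for full effect; nearly all actives have a fitted effect of over 55% in size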
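Readout: AlphaScreen signal for phosphorylated ERK in lysed HEK293 cells stably expressing V1b. Stimulus 25 nM EGF, 5 min, following 30 min compound exposure. Data scaled to DMSO basal and full EGF activation.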
* = called active by the depositor; ? = inconclusive; [ ] = remark or other dose. Potency means the concentration at half of the fitted maximal effect.

SMILES	ERK EGF block
CC(=O)Nc1cc(C(=O)OCC(=O)c2ccc(C)cc2)ccc1C	0%
c1ccc(-c2csc3ncnc(N4CCc5ccccc5C4)c23)cc1	14%
CC(C)n1c(SCC(=O)N2CCN(C(=O)c3ccco3)CC2)nc2c1c(=O)n(C)c(=O)n2C	0%[57.5 µM]
O=C(COC(=O)c1ccc([N+](=O)[O-])s1)Nc1ccccc1	1%
O=C(c1ccccc1Sc1ccc([N+](=O)[O-])cc1Cl)N1CCOCC1	8%
CC(=O)NCCNC(=O)c1oc2ccccc2c1CSc1ncn[nH]1	2%
COc1ccc2occ(C(=O)c3ccccc3)c2c1	2%
Nc1nnc(CC(=O)N/N=C/c2ccc(-c3ccccc3Cl)o2)s1	-3%
Cn1cccc2[nH]c(=O)nc1-2	6%[57.5 µM]
O=C(O)c1ccccc1SCC(=O)N1CCc2ccccc21	2%
CCN(CC)CCNC(=O)c1ccc(NC(=O)c2ccc(F)cc2F)cc1	9%
Cc1ccc(C)c(NS(=O)(=O)c2cc(C(=O)N3CCCC3)ccc2Cl)c1	-2%
Cc1ccc(CC2C(=O)N(c3cc(Cl)ccn3)C(=O)C2C)cc1 (configuration not stated)	-14%[57.5 µM]
C=CCNC(=S)NC1CC(C)(C)NC(C)(C)C1	11%
Cc1cccc(-n2c(O)c(C=Nc3ccccc3)c3ccccc3c2=O)n1	-3%
Cn1ccnc1C1CCCCN1C(=O)c1cc(COc2ccc(F)cc2F)on1 (configuration not stated)	-3%[57.5 µM]
COc1cccc(NC(=S)N(CCCN2CCC(C)CC2)Cc2cccs2)c1	4%
COC(=O)c1ccc(S(=O)(=O)N(Cc2ccccc2)Cc2ccccc2)n1C	7%[57.5 µM]
CN(C)S(=O)(=O)N(CC(=O)Nc1ccc2ccccc2c1)c1ccccc1	16%
Cc1csc(SCC(=O)NC(=O)NCCC(C)C)n1	3%
C/C=C/C(=O)Nc1cccc(C2=NOC3(C2)C[C@H](C(N)=O)N(C(=O)c2ccccc2C(=O)c2ccccc2)C3)c1 (some centres not stated)	-11%[57.5 µM]
CC(=O)C1C(c2ccc(Cl)cc2)c2c(noc2C)CC1(C)O (configuration not stated)	-7%[57.5 µM]
CC(C)(C)NC(=O)C(OC(=O)c1cccs1)c1ccccc1 (configuration not stated)	7%
CC(C)C[C@H](NC(=O)Nc1cccc(C(F)(F)F)c1)C(=O)O	1%
COC(=O)CCCC1=CC2=CC(=O)C(C)(OC(=O)c3cccs3)C(=O)C2=CN1CC1CC1 (configuration not stated)	-9%[57.5 µM]

Brought forward from above: four entries, then new ones.
SMILES	ERK EGF block
CC(=O)C1C(c2ccc(Cl)cc2)c2c(noc2C)CC1(C)O (configuration not stated)	-7%[57.5 µM]
CC(C)(C)NC(=O)C(OC(=O)c1cccs1)c1ccccc1 (configuration not stated)	7%
CC(C)C[C@H](NC(=O)Nc1cccc(C(F)(F)F)c1)C(=O)O	1%
COC(=O)CCCC1=CC2=CC(=O)C(C)(OC(=O)c3cccs3)C(=O)C2=CN1CC1CC1 (configuration not stated)	-9%[57.5 µM]
Cc1c(NC(=O)c2c(N)n(-c3ccccc3)c3nc4ccccc4nc23)c(=O)n(-c2ccccc2)n1C	-5%
CC(=O)N1c2ccc3ccccc3c2C2C=CCC2C1c1ccc(Br)cc1 (configuration not stated)	4%
O=C(/C=C/c1ccco1)N(c1ccccn1)c1ccccn1	-6%
O=C(OC1CCCCC1=O)c1cc(Cl)ccc1[N+](=O)[O-] (configuration not stated)	0%
CCc1ccc(-n2c(=O)c3c(C)c(C)sc3n(CC(=O)NCC3CCCO3)c2=O)cc1 (configuration not stated)	-9%
COc1ccc(/C=N/Nc2nc(N3CCCC3)nc(N3CCCC3)n2)c(OC)c1OC	-2%
Cc1c(NC(=O)c2cc3c(s2)CCCC3)c(=O)n(-c2ccccc2)n1C	-8%
CN1C(=O)CC(C(=O)O)SC1=Nc1cc(Cl)cc(Cl)c1 (configuration not stated)	8%
O=C(Cc1cccs1)N/N=C/C(Cl)=C/c1ccccc1	5%
COc1cc(C)ccc1Oc1nc(-c2ccccc2O)nc2ccccc12	3%[57.5 µM]
Cc1ccsc1/C=N/NC(=O)CO	-2%
FC(F)(F)c1ccccc1-c1nc(Nc2ccncc2)c2ccccc2n1	17%
CCc1ccc(N2C(=O)CN(Cc3cccs3)C2=S)cc1	-15%
CN(C(=O)COc1ncnc2c1cnn2-c1ccccc1)C1CCCCC1	-6%
O=C(CCCOc1ccc(Cl)cc1Cl)NNC(=O)c1ccc(NC(=O)c2ccccc2)cc1	4%
NCCCCCCNS(=O)(=O)c1cccc2ccccc12	8%
O=C(O)c1cccc(NS(=O)(=O)c2ccc(NC(=O)c3ccco3)cc2)c1	-10%
O=[N+]([O-])c1cc(C(F)(F)F)cc([N+](=O)[O-])c1NN=C1CCCCC1	18µM*
Cc1ccccc1NC(=S)N=Nc1c(O)n(C)c2ccc(S(=O)(=O)N3CCOCC3)cc12	-15%
COc1cccc(-c2nc(-c3ccccc3)nc(N3CCN(C)CC3)c2C#N)c1	-3%
COc1cccc(CC(=O)Nc2nc(C)cs2)c1	-10%
O=C(Nc1ccc2[nH]ccc2c1)c1ccccc1	9%[57.5 µM]
Nc1nc(SCC(=O)O)[nH]c(=O)c1NC(=O)c1ccccc1F	13%
Cc1ccc(C2(C)CC(C)(C)N(C(=O)CSc3nnc(C)s3)c3ccccc32)cc1 (configuration not stated)	7%
CCOC(=O)c1ccccc1NC(=O)CSc1nnc(C(C)C)n1CC	0%

ERK EGF block, what is marked active above
SMILES	ERK EGF block
O=[N+]([O-])c1cc(C(F)(F)F)cc([N+](=O)[O-])c1NN=C1CCCCC1	18µM*

Carrying on.
SMILES	ERK EGF block
COc1ccc(NC(=S)NCCc2ccc(F)cc2)c(OC)c1	4%
O=S(=O)(c1ccc2nc(SCc3ccc(Cl)cc3)[nH]c2c1)N1CCOCC1	5%
COc1ccc(CCNC(=O)CN(c2cccc([N+](=O)[O-])c2)S(C)(=O)=O)cc1	0%
CC(C)Oc1ccc(CSc2ncn[nH]2)cc1	-5%
O=C(Nc1cccc(-c2cn3c(n2)SCC3)c1)c1ccc2ccccc2n1	-5%
N#Cc1c(NC(=O)C2C3C=CC(C3)C2C(=O)O)sc2c1CCCCC2 (configuration not stated)	9%
COc1cccc(-n2c(SCc3ccccn3)nc3c(c2=O)SCC3)c1	3%
Cc1cccc(NC(=O)/C(C#N)=C/c2ccc(Sc3ccccc3)o2)c1C	0%
COc1ccc(N2C(=O)C(Cl)=C(Oc3cccc(OC)c3)C2=O)cc1	-12%
O=c1c(Cc2ccc(F)cc2)c(O)ccn1CCc1ccccn1	-4%
CCn1c2ccccc2c2cc(Nc3cc(C)nc4ncnn34)ccc21	-2%
O=C(CC1NCCc2ccccc21)Nc1cccc(Cl)c1 (configuration not stated)	-10%
COc1ccc(S(=O)(=O)N2CCOCC2)cc1NC(=O)CSc1nnc2ccccn12	0%
Cc1nn(Cc2ccc(F)cc2)c(C)c1NC(=O)c1cc2ncc(Br)cn2n1	-4%
NC(=O)CC[C@@H]1NC(=O)[C@@H]2CCCN2C(=O)c2cc([N+](=O)[O-])cc(F)c2NCCC[C@@H](C(N)=O)NC1=O	-1%
CC(C)CC(NC(N)=O)C(=O)OCC(=O)N(Cc1ccccc1)Cc1ccccc1 (configuration not stated)	-2%[57.5 µM]
Cc1c(N2C(=O)CSC2c2ccc([N+](=O)[O-])cc2)c(=O)n(-c2ccccc2)n1C (configuration not stated)	-1%[57.5 µM]
COc1ccccc1NC(=O)Nc1cccnc1	-1%
Cc1cccc(OCC(=O)Nc2cc(C)on2)c1	2%
O=C(O)c1cc(/C=C/C(=O)c2cc(F)ccc2O)c2c(c1)COCO2	0%[57.5 µM]
Cc1ccc(NC(=O)c2c(C)noc2-c2snnc2C)cc1	-15%[57.5 µM]
CCN1C(=O)CSc2ccc(C(=O)OC)cc21	-10%
COc1cccc2c1C(=O)O/C2=C/c1ccc2c(c1)OCO2	-9%[57.5 µM]
COc1ccccc1C(C[N+](=O)[O-])c1c[nH]c2ccccc12 (configuration not stated)	-15%[57.5 µM]
O=C(CSc1ncn[nH]1)Nc1cccc(S(=O)(=O)N2CCCCCC2)c1	17%
(more compounds)
SMILES	ERK EGF block
Cn1nnc2ccccc2c1=O	0%
O=C(O)CC(=O)Nc1ccc(Oc2ccc(C(F)(F)F)cn2)c(Cl)c1	2%
CSCCCNC(=S)N1CCc2ccccc2C1	4%
CCC(=O)n1nc(-c2ccc(Cl)cc2)nc1N	-2%
Cc1cc(/C=N/NC(N)=S)c(C)n1-c1ccc(Cl)cc1	5%
CCOc1ccccc1-c1cc(-c2n[nH]c(=S)n2CC)c2ccccc2n1	-6%
CCC1CCC2(CC1)NC(=O)N(CC(=O)Nc1cc(C)on1)C2=O (configuration not stated)	0%
COc1cc(NC(=O)CN2C(=O)c3ccccc3Sc3ccc(C(=O)N4CCOCC4)cc32)cc(OC)c1OC	3%
Cc1cc(NS(=O)(=O)c2ccc(NC(=O)/C=C/c3ccco3)cc2)nc(C)n1	-3%[57.5 µM]
COc1cc(NC(=O)c2cc(C)nc3ccccc23)cc(OC)c1OC	7%
COc1ccccc1NC(=O)/C(=C\c1cccs1)NC(=O)c1ccco1	?
CO/N=C\CC(=O)Nc1ccc(Cl)c(Cl)c1	-8%
CCOC(=O)c1c(/N=C/C2=C(O)CC(C)(C)CC2=O)sc(C(C)=O)c1C	-8%
CCN(Cc1ccncc1)C(=O)c1ccc2c(c1)S(=O)(=O)c1ccccc1C2=O	-2%
Cc1ccc(C(C(=O)NC(C)(C)C)N(CCCN2CCOCC2)C(=O)c2ccc(-c3ccccc3)[nH]2)o1 (configuration not stated)	-6%
C/C(=N\NC(=S)NCc1ccccc1)c1cccs1	7%
Nc1cc(S(=O)(=O)Nc2ccc(Br)cc2)ccc1Cl	-6%[57.5 µM]
Cc1ccc(S(=O)(=O)N(C)c2ccc3ccccc3c2)cc1	-5%
CCCCC/C=C\C/C=C\CCCCCCCCCC(=O)NCCCC(=O)O	5%
Cc1ccc2cc(CCNC(=O)c3ccc(S(=O)(=O)N4CCCCC4)cc3)c(=O)[nH]c2c1	2%
COc1ccccc1CCc1nnc(CCC(=O)N(C)Cc2cccc3cnccc23)o1	1%
Cc1csc(NC(=O)CCCc2cccs2)n1	2%
CCc1ccccc1N(C)S(=O)(=O)c1ccc2[nH]cc(C(=O)O)c(=O)c2c1	0%
COc1ccc(CN2CCN(CCC(C)C)C(CCO)C2)cc1Cn1cncn1 (configuration not stated)	-9%
O=C1C(=O)N(Cc2ccco2)C(c2cccc(Cl)c2)/C1=C(\O)c1ccc2c(c1)OCCO2 (configuration not stated)	-2%

Entries above that contain a cyano group:
SMILES	ERK EGF block
COc1cccc(-c2nc(-c3ccccc3)nc(N3CCN(C)CC3)c2C#N)c1	-3%
N#Cc1c(NC(=O)C2C3C=CC(C3)C2C(=O)O)sc2c1CCCCC2 (configuration not stated)	9%
Cc1cccc(NC(=O)/C(C#N)=C/c2ccc(Sc3ccccc3)o2)c1C	0%

The list goes on:
SMILES	ERK EGF block
CC1(C)CC2C1CC[C@]1(C)CCC3C(C(=O)O)CC(=O)O[C@]32C1 (some centres not stated)	8%
O=C(NC(Cc1c[nH]c2ccccc12)C(=O)O)c1ccc(Br)cc1 (configuration not stated)	9%
COc1ccccc1NC(=O)CSc1nncn1-c1cccnc1	-7%
COc1ccc(S(=O)(=O)NCC2CCCN(C(=O)CN3CCCCC3)C2)cc1 (configuration not stated)	-1%
c1ccc(-c2ccnc3ncnn23)nc1	-7%
COc1ccc(S(=O)(=O)N2CCOCC2)cc1OC	-1%
COC(=O)c1cn(-c2ccccc2)c(=O)c2ccccc12	-6%
c1ccc2oc(-c3csc(NCC4CCCO4)n3)cc2c1 (configuration not stated)	-6%
CN1CCC(=NNC(=O)C(=O)Nc2ccccc2F)CC1	2%
COc1ccc(/C(O)=C2/C(=O)C(=O)N(c3ncccn3)C2c2ccc(OC)cc2)cc1 (configuration not stated)	-3%
Cc1cc(=O)oc2cc(OC(=O)c3nn(C(C)C)c(=O)c4ccccc34)ccc12	-11%
CC(C)COC(=O)n1c(SCC(N)=O)nc2ccccc21	0%[57.5 µM]
CN(C)C(CNC(=O)CCOc1ccccc1)c1ccco1 (configuration not stated)	5%
Cc1cc(C#N)c(SCC(N)=O)nc1-c1ccc(F)cc1	22%
COc1ccc(-c2c(C)nn3c(N4CCC(C(=O)N5CCCCC5)CC4)cc(C)nc23)cc1OC	2%[57.5 µM]
Cc1ccccc1CSCCNC(=O)c1ccccc1	4%
CSc1nc(N)nc(SCC(=O)Nc2cccc(F)c2)c1C#N	11%
Cc1ccc(C)c(NC(=O)CSc2nnc(-c3n[nH]c4ccccc34)o2)c1	1%
OCCC1CN(Cc2ccc(-c3ccco3)cc2)CCN1Cc1ccsc1 (configuration not stated)	-4%
CN(C)S(=O)(=O)c1ccc2c(c1)c(=O)c(C(=O)NCCCN1CCCCCC1)cn2C	1%

4 of the compounds above, field by field:
> CSc1nc(N)nc(SCC(=O)Nc2cccc(F)c2)c1C#N
  ERK EGF block: 11%

> Cc1ccc(C)c(NC(=O)CSc2nnc(-c3n[nH]c4ccccc34)o2)c1
  ERK EGF block: 1%

> OCCC1CN(Cc2ccc(-c3ccco3)cc2)CCN1Cc1ccsc1 (configuration not stated)
  ERK EGF block: -4%

> CN(C)S(=O)(=O)c1ccc2c(c1)c(=O)c(C(=O)NCCCN1CCCCCC1)cn2C
  ERK EGF block: 1%

The list is partial; the hit share may differ from the screen's.
